EPAC2 ag: agonists of human EPAC2 (RAPGEF4); Q8WZA2; EPAC2 activation, biochemical qHTS; response scale: 100% = 6.5 mM cAMP response; Potency, µM (doses to about 154 µM), inactives show at the top dose activation, actives largely listed as activators; 0.079% of 360,000 active; also: nearly all actives have a fitted effect of over 50% in size
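Readout is BODIPY fluorescence (480 nm excitation, 540 nm emission), which falls as labeled GDP is exchanged off Rap1B. EPAC2 at 100 nM acted on 250 nM RAP1B-BODIPY-GDP with 50 uM GDP present.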
EPAC1 antagonist: antagonists of human EPAC1; 0.14% of 360,000 active; O95398; Potency, µM (series often up to 115 µM), inactives show at the top dose activity change, negative = inhibition, actives largely listed as inhibitors; EPAC1 GEF assay, Rap1b-BODIPY-GDP exchange fluorescence; AID 720709;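 also: plate controls were vehicle for no effect and positive control for full effect; nearly all actives have a fitted effect of over 50% in size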
EPAC1 agonist: agonists of human EPAC1 | O95398 | Potency, µM (titrated, usually from 154 µM), for inactives: at the highest dose activation, most hits filed as activators | 0.073% of 360,000 active | EPAC1 agonist qHTS, biochemical assay; response scale: 100% = response to 6.5 mM cAMP; also: nearly all actives have a fitted effect of over 60% in size
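Read-out is the fluorescence drop as BODIPY-GDP leaves Rap1B (480 nm excitation, 540 nm emission), recorded every 5 minutes over 30 minutes. Reactions held 100 nM EPAC1, 250 nM Rap1B–BODIPY-GDP and 50 uM GDP, with 6.5 mM cAMP setting full activation.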
TDP43 rescue: inhibitors of TDP-43 toxicity in yeast; TDP-43 expressing yeast growth rescue, BacTiter-Glo, 24 h; Potency, µM (doses to about 46.1 µM), for the others: at the highest dose growth rescue (activation), actives largely listed as activators; 1.8% of 410,000 active; AID 652104; also: % of control where 0% means no effect; nearly all actives have a fitted effect of over 50% in size
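Yeast expressing TDP-43 (pregrown in raffinose, seeded at OD600=0.02 in galactose medium) exposed to compounds 24 hr at 30 deg C. Growth read by BacTiter-Glo luminescence; rescue of toxicity appears as increased signal.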
FUS suppressor: FUS proteinopathy suppression in yeast; AID 1347120; Potency, µM (series often up to 76.6 µM), for the others: at the highest dose growth rescue (activation), hits mostly activators; S. cerevisiae FUS-expressing, growth rescue, OD600, 24 h; 0.24% of 390,000 active;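 also: plate controls were DMSO vehicle for no effect and reference control for full effect; nearly all actives have a fitted effect of over 55% in size; some results filed as inactive show a strong effect at the top dose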
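S. cerevisiae expressing FUS from galactose induction served as the toxicity model. Growth after 24hr at 30C, read as absorbance at 600 nm, indicates suppression of toxicity; compounds dosed at several concentrations.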
aSyn yeast inh: rescues yeast growth from alpha-synuclein toxicity; Potency, µM (top dose mostly 46.1 µM), for the others: at the top dose growth rescue (activation), actives largely listed as activators; AID 652106; 0.14% of 370,000 active; Yeast expressing alpha-synuclein, growth rescue, BacTiter-Glo, 24 h; also: % of control where 0% means no effect; nearly all actives have a fitted effect of over 65% in size
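Screening used galactose-induced yeast with toxic alpha-synuclein levels, exposed to compound for 24 hr at 30 deg C. Cell growth, read with BacTiter-Glo luminescence, gave the measured signal.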
EPAC2 antagonist: EPAC2 (human) antagonism; Q8WZA2; EPAC2 GEF exchange of Rap1B-BODIPY-GDP, fluorescence; Potency, µM (highest dose often 114 µM), without a hit: top-dose activity, negative = inhibition, actives largely listed as inhibitors; 0.18% of 360,000 active; AID 720708; also: % is scaled to controls: 0 for no effect and ±100 for the full control effect; nearly all actives have a fitted effect of over 45% in size; many of its hits are not listed in these tables
PTHR1 agonist: activates the human parathyroid hormone receptor PTHR1 | Potency, µM (titrated, usually from 115 µM), without a hit: at the top dose activation, actives largely listed as activators | 0.075% of 410,000 active | HEK293 GP2 PTHR1 cells, GloSensor cAMP luminescence, 1 h | Q03431 | AID 743266; also: nearly all actives have a fitted effect of over 55% in size; some results filed as inactive show a strong effect at the top dose; inactives centre near -15; many of its hits are not listed in these tables
Target sequence (Q03431 whole entry, looked up): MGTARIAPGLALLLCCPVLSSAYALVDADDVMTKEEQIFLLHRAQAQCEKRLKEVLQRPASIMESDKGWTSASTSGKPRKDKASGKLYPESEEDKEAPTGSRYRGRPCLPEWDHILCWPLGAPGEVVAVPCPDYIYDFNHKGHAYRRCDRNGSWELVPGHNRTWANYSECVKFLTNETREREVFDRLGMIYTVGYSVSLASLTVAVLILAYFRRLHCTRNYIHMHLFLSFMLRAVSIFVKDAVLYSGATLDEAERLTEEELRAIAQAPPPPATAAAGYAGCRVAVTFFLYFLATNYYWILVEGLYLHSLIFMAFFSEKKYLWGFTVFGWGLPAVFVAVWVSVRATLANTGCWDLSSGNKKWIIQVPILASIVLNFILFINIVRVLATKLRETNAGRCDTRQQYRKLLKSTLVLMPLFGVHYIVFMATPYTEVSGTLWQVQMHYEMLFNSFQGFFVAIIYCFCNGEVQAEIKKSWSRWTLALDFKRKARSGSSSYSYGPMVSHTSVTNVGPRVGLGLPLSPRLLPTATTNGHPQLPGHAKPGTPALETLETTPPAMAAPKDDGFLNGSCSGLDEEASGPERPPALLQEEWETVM
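HEK-293-derived GP2 cells expressing PTHR1 and a GloSensor cAMP reporter, 3,000/well, plated overnight, given luciferin plus IBMX (each 0.5 mM as added) for 1 h at 37 °C, then compound for 1 h at 37 °C. Luminescence was read after 15 min at room temperature.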
The depositor's hits bear a star; i = inactive; ? = inconclusive; · = no result given; & = joins results of further samples; [ ] = another dose, or the depositor's remark. Calls follow the shape of the dose curve; as a rule, active = well fitted curve in the direction sought with a large enough effect; inconclusive = small, poorly fitted or top-dose-only effect, or another doubt; inactive = no such curve, though single readings can be large; an effect the other way counts as inactive or inconclusive. Potency is read from the fitted curve at half-maximal effect. The list is partial, so the mix of outcomes need not match the whole.

SMILES	EPAC2 ag	EPAC1 antagonist	EPAC1 agonist	TDP43 rescue	FUS suppressor	aSyn yeast inh	EPAC2 antagonist	PTHR1 agonist
O=C(c1cccc(S(=O)(=O)NCc2ccccc2)c1)N1CCN(c2ccccc2)CC1	-2.2%	-15.7%	5.5%	17.5%	-9.9%	2.8%	-6.8%	-71.3%[inhibitor]
CCOC(=O)c1c(N)sc(-c2ccccc2)c1C	22.3%	-15.1%	?	?	25.1%	-38.3%[inhibitor]	-11.9%	i
COc1ccc(C(=O)N2CCc3ccccc3C2)cc1S(=O)(=O)N1CCCC1	5.6%	13.9%	-3.9%	15.7%	9.3%	-1.6%	-7.9%	-8.4%
O=C(COC(=O)c1ccccc1C(=O)c1ccc(Cl)c([N+](=O)[O-])c1)NC1CC1	7.0%	4.3%	-1.7%	-6.8%	17.2%	0.8%	-5.2%	i
O=C(COC(=O)c1ccc2c(c1)OCCO2)Nc1cc(Cl)ccc1Cl	-16.9%	3.3%	-3.2%	-0.9%	-0.1%	-8.1%	7.6%	-9.6%
Cc1ccc(C(=O)Cn2cc([N+](=O)[O-])nc2C)cc1	6.2%	-2.9%	-8.9%	-8.0%	0.0%	1.2%	3.5%	i
NCc1cccc(-n2cccn2)c1	-3.8%	17.3%	-1.6%	6.2%	14.7%	-1.3%	13.6%	i
Cc1cc(C)cc(N(CC(=O)Nc2ccc(Br)cc2)S(=O)(=O)c2c(C)[nH]c(=O)[nH]c2=O)c1	2.9%	-4.9%	7.7%	14.4%	0.7%	-1.2%	-7.0%	i
CCc1cc2c(CN3CCN(Cc4ccccc4)CC3)cc(=O)oc2cc1O	9.3%	0.4%	7.3%	-5.2%	17.8%	0.4%	-4.5%	-2.6%
CC(=O)Nc1ccc(-c2csc(NNC(=O)c3ccc(C)cc3)n2)cc1	2.5%	-6.3%	4.5%	18.6%	?	0.3%	11.4%	i

3 entries already listed, ordered by their value in EPAC1 antagonist, high to low:
compound	EPAC1 antagonist
NCc1cccc(-n2cccn2)c1	17.3%
O=C(COC(=O)c1ccc2c(c1)OCCO2)Nc1cc(Cl)ccc1Cl	3.3%
CC(=O)Nc1ccc(-c2csc(NNC(=O)c3ccc(C)cc3)n2)cc1	-6.3%

(more compounds)
SMILES	EPAC2 ag	EPAC1 antagonist	EPAC1 agonist	TDP43 rescue	FUS suppressor	aSyn yeast inh	EPAC2 antagonist	PTHR1 agonist
COC(=O)c1ccccc1NCCO	5.0%	-21.5%	10.0%	5.9%	-34.9%	-2.2%	2.9%	i
COc1cc(C(=O)N/N=C/c2ccccn2)cc(OC)c1OC	-2.4%	8.6%	-1.1%	-4.6%[9.22 µM]	11.4%	2.8%	0.6%	-19.8%
Cc1ccc(S(=O)(=O)CCNC(=O)Cc2ccc(Cl)cc2)cc1	7.9%	1.7%	9.5%	0.0%	8.7%	8.5%	6.8%	-12.3%
O=C(Nc1ccc(N2CCOCC2)c(S(=O)(=O)Nc2ccccc2Cl)c1)c1ccc(F)cc1	10.5%	-3.8%	22.9%	23.6%	15.5%	-10.2%	-2.3%	-33.9%[inhibitor]
CCN(CC(=O)Nc1c(F)cccc1F)C(=O)c1n[nH]c2ccccc12	5.4%	17.8%	10.1%	2.5%	-3.3%	1.6%	2.9%	i
CS(=O)(=O)c1ncc(Cl)c(C(=O)N2CCN(c3cccc(Cl)c3)CC2)n1	·	·	·	12.6µM*	0.0%	9.0%	·	-30.2%
O=C(NCC1CCC(C(=O)O)CC1)OCc1ccccc1 (configuration not stated)	8.2%	7.7%	-3.5%	11.4%	17.5%	8.4%	15.4%	-22.6%
Nc1nc(Cn2nnc(-c3ccccc3F)n2)nc(N2CCOCC2)n1	7.8%	-0.9%	0.6%	9.1%	-8.3%	3.8%	1.6%	i
O=C(CN1C(=O)/C(=C2/SC(=S)N(CCS(=O)(=O)O)C2=O)c2ccccc21)Nc1cccc(C(F)(F)F)c1	-5.6%	39.8µM*	-0.4%	-8.8%	21.9%	0.2%	56.2µM*	-5.4%
Cc1cc(C(=O)COc2cccnc2[N+](=O)[O-])c(C)n1-c1ccccc1F	8.5%	4.1%	10.6%	?	32.6%	-12.2%	-4.6%	-38.8%[inhibitor]
Cc1ccc(Cc2nnc(SCC(=O)Nc3ccccc3)n(N)c2=O)cc1	-5.3%	-0.3%	-3.8%	16.4%	-9.6%	4.5%	-3.9%	-14.7%
CCCCc1c(-c2ccc(OC)cc2)ncn1CCc1ccccc1OC	18.3%	-8.4%	1.5%	32.2%	9.7%	-3.9%	?	-53.1%[inhibitor]
CN(C(=O)c1cccc(NC(=O)Cc2cccc(NC(=O)C3CCCN(C(=O)C4CCCC4)C3)c2)c1)C1CC1 (configuration not stated)	4.2%	-20.9%	-12.8%	3.3%	20.0%	-0.3%	3.6%	i
COc1ccc(NC(=O)CN2CCN(c3nc(-c4ccc(F)cc4)cs3)CC2)c(OC)c1	3.5%	-7.6%	3.8%	30.9%	?	3.0%	4.4%	-12.3%
CC(C)(C)N1C(=O)[C@H]2[C@@H](c3ccc(Br)cc3)N3C(=O)N(c4ccc(Br)cc4)C(=O)[C@@]3(Cc3ccccc3)[C@H]2C1=O	11.1%	-28.2%	-12.0%	-6.2%	7.7%	-0.9%	2.4%	-22.4%
O=C(CCSCc1cccc(F)c1)NCCc1ccccc1	9.9%	1.2%	3.8%	-4.0%&7.4%	6.3%&-3.8%	15.5%	-5.5%	-1.9%
COc1ccc(NC(=O)CCN2C(=O)c3ccc([N+](=O)[O-])cc3C2=O)c(OC)c1	3.1%	-3.9%	-19.2%	-3.1%	13.7%	-0.9%	3.1%	i
CC(=O)N1c2ccc(C)cc2C(c2ccccc2)CC1C (configuration not stated)	2.8%	-16.5%	-9.4%	?	15.2%	6.3%	-26.6%	-37.0%[inhibitor]
O=C(NC1CCN(Cc2ccccc2)CC1)c1cncc(Br)c1	-8.2%	-4.6%	-9.8%	-8.4%	2.6%	-1.2%	-6.1%	-20.6%
C[C@@H]1CN=C2N(CCNC(=O)CCC3CCCCC3)[C@H](Cc3ccc(O)cc3)CN21	2.4%	-25.6%	7.2%	5.4%	-25.9%	4.7%	15.6%	-14.4%
CC(C)c1ccc(N(CC(=O)O)S(=O)(=O)c2cccnc2)cc1	5.3%	-5.8%	2.7%	3.8%	0.2%	0.1%	9.0%	-9.6%
CCNc1ccc(C(=O)OC(C(=O)NC(N)=O)C(C)C)cc1[N+](=O)[O-] (configuration not stated)	7.2%	12.3%	1.0%	-3.8%	9.9%	-26.1%	30.1%	-7.6%
Cc1c(C(=O)OCCOC(C)C)[nH]c2c1C(=O)CC(C)(C)C2	4.5%	-14.5%	0.7%	4.1%	12.6%	1.8%	2.2%	-19.9%
Cc1ccc(S(=O)(=O)N2CCC(c3nnc(SCCN4CCCC4)n3C)CC2)cc1	20.0%	-8.0%	-0.5%	7.1%	21.6%	-1.0%	-5.1%	-13.4%
COc1ccccc1CCc1nnc(CCC(=O)NCC2CCCO2)o1 (configuration not stated)	7.5%	12.1%	-1.4%	7.1%	21.9%	1.0%	3.8%	i
Cc1ccc(NS(=O)(=O)c2ccc3c(c2)NC(=O)CCS3)c(C)c1	1.6%	-10.8%	-0.8%	2.9%	-10.7%	2.5%	0.4%	-24.3%
CC1(C)C(=O)Nc2ccccc2N1C(=O)CSc1nnc2ccccn12	5.9%	-1.8%	8.8%	13.3%	-14.9%	0.8%	3.9%	i
COc1cc(NC(=S)N2CCCC(CO)C2)cc(OC)c1 (configuration not stated)	2.9%	-1.0%	3.4%	11.2%	-1.3%	-6.8%	4.9%	i
CC(=O)c1ccc(OCC(O)CN2CCN(S(=O)(=O)c3c(C)cc(C)cc3C)CC2)cc1 (configuration not stated)	10.0%	-16.5%	-2.6%	18.9%	14.0%	2.6%	-16.8%	-30.0%[inhibitor]
O=C(N/N=C\c1ccccc1)c1sccc1-n1cccc1	7.4%	4.8%	0.9%	6.0%	-3.1%	13.9%	8.6%	i
COCCSc1nnc(NC(=O)c2cc(OC)c(OC)cc2[N+](=O)[O-])s1	4.3%	-11.5%	3.7%	-7.6%	10.0%	-8.5%	4.3%	-19.3%
COC(=O)c1cc(O)cc(OC)c1C(=O)c1c(O)cc(C)cc1O	-5.8%	-4.5%	-4.9%	5.5%	-12.0%	-1.0%	3.6%	-48.6%[inhibitor]
Cn1c(=O)c2c(ncn2CC(=O)NC[C@H]2O[C@@H](n3cnc4c(N)ncnc43)[C@H](O)[C@@H]2O)n(C)c1=O	1.1%	10.7%	-8.9%	6.1%	-44.1%	-3.0%	5.1%	-16.4%
O=S(=O)(NCC1CCCO1)c1ccc(-c2ccc(S(=O)(=O)NCC3CCCO3)cc2)cc1 (configuration not stated)	0.4%	-5.3%	-1.6%	-8.4%	19.2%	-5.1%	1.5%	-33.8%
CCS(=O)(=O)Nc1cccc(C2=NN(S(=O)(=O)CC)C(c3ccccc3)C2)c1 (configuration not stated)	-2.1%	-19.4%	0.7%	12.7%	?	-9.8%	-6.5%	i
Cc1ccc(S(=O)(=O)N2CCCN(C(=O)CNC(=O)c3cccc(C)c3)CC2)cc1	0.3%	-10.3%	-8.6%	9.0%	7.0%	-2.2%	11.5%	-76.3%[inhibitor]
CC1CCN(C(=O)c2[nH]c(C(F)(F)F)nc2-c2ccccc2)CC1	-0.8%	-10.1%	-2.8%	17.0%	5.1%	-9.1%	15.8%	-39.4%[inhibitor]
C=CCc1cccc(/C=N/NC(=O)CCC(=O)Nc2ccc(F)cc2)c1O	-3.9%	?	-24.4%	-14.2%	?	-9.6%	2.9%	-6.8%
COc1cc(OC)cc(C(=O)N2CCC(C(=O)Nc3ccc4c(c3)OCCO4)CC2)c1	7.4%	?	-2.9%	-5.1%	·	-4.6%	-12.7%	10.7%
C/C=C(/C)C(=O)Nc1cccc(C2=NOC3(C2)C[C@@H](C(N)=O)N(C(=O)C2(C)CC2)C3)c1 (some centres not stated)	8.3%	-18.9%	-9.5%	-14.9%	-6.2%	-3.8%	8.8%	-17.0%
CC(C)Cc1nnc(NC(=O)CCC(=O)N2CCN(C3CCCC3)CC2)s1	3.0%	-2.9%	0.0%	-9.9%	-21.9%	-8.1%	1.6%	i
COc1ccccc1C(=O)Nc1ccc(S(=O)(=O)N2CCCC2)cc1	9.1%	2.1%	1.2%	-25.6%	9.0%	-12.9%	2.9%	-2.1%[57.5 µM]
O=C(NNC(=O)c1cccc([N+](=O)[O-])c1)c1ccncc1	-2.3%	5.2%	-4.0%	15.1%	-2.1%	0.9%	12.7%	i

Compound activity: PubChem, National Center for Advancing Translational Sciences (NCATS)
